Bioassay records as filed in PubChem.
OX1R antag – human HCRTR1 antagonism. O43613. CHO/OX1R cells, Fluo-8 calcium fluorescence, orexin A. inhibition, % at 5 µM. 330,000 tested, 0.43% active;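 active means inhibition above its plate's threshold, mean inhibition of all tested compounds on the plate plus 3 SD, cut at about 37% in these data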;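 further: 0% = orexin A challenge wells and 100% = SB-334867-A antagonist wells; not every result past the cut was called active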
Target sequence (O43613 whole entry, looked up): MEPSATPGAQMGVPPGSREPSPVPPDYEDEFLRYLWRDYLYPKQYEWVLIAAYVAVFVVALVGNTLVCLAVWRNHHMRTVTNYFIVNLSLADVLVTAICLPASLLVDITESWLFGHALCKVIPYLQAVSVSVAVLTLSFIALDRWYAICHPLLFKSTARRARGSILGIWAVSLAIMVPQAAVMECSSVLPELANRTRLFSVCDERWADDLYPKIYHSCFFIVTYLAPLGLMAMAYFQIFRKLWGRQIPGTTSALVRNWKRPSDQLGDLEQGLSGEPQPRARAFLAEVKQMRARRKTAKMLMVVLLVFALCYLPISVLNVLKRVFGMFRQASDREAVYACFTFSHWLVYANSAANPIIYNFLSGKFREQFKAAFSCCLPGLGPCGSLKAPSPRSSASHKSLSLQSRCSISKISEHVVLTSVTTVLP
CHT PAM – allosterically activates the human high affinity choline transporter; AID 488977; CHT-expressing cells, membrane potential dye, choline EC20; hits give high values; LV-AA mutant CHT in HEK293 cells; Q9GZV3; 310,000 tested, 0.49% active; B-score at 10 µM;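 active means initial fluorescence not abnormally high and integrated response B-score, plate-corrected, over 3 SD above library mean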
Target sequence (Q9GZV3 whole entry, looked up): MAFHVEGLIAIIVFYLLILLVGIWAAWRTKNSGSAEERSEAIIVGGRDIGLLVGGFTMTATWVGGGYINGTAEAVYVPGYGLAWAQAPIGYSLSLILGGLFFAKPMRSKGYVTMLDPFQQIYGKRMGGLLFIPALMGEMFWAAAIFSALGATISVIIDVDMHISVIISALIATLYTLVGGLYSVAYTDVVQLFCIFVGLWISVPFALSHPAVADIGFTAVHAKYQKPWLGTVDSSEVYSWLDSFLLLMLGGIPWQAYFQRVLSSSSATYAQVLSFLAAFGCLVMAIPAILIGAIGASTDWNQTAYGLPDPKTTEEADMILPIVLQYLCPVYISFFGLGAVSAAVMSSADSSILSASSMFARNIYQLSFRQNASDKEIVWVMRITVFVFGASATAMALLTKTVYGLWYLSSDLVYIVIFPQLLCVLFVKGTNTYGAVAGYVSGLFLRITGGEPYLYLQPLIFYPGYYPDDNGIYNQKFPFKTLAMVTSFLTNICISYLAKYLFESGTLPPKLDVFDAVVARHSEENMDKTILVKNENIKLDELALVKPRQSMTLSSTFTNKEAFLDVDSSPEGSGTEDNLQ
* = called active by the depositor; i = inactive; . = no result given. Compounds were not picked by outcome (roughly 0.8% active in at least one column).

molecule	CHT PAM	OX1R antag
COc1ccc(OCC(=O)NC2CCCCCCC2)cc1	i	-29
O=C(CN1C(=O)NC2(CCCCC2)C1=O)Nc1ccc2c(c1)CCC2	i	-14
Cc1ccc2nc(Cl)c3cc(C(=O)NCCCN4CCCC4)sc3c2c1	i	-19
O=C(NCCc1ccco1)C(=O)NCC1OCCCN1S(=O)(=O)c1ccccc1 (centres undefined)	i	7
CCOC(=O)C1CCCN(S(=O)(=O)CCNC(=O)c2ccccc2)C1 (centres undefined)	i	-3
O=C(NCCCN1CCCC1=O)c1cccc(C(F)(F)F)c1	i	-13
CN(C)CCN(Cc1cccs1)S(=O)(=O)c1csc(C(N)=O)c1	i	-1
C#C[C@]1(O)CCC2C3CCC4=Cc5oncc5CC4(C)C3CCC21C (some centres undefined)	i	-17
Cc1c(C(=O)NC2CCCCC2)sc2ncnc(N3CCN(c4ccccc4)CC3)c12	i	-14
CCOC(=O)c1oc2ccccc2c1COC(=O)C(C)NC(=O)c1ccco1 (centres undefined)	.	-6
CCOc1cc(/C=C2\SC(N3CCCCC3)=NC2=O)ccc1O	i	-24
Cc1ccc(/C=N/NC(=O)CN2C(=O)CSc3ccccc32)o1	i	-15
O=C(NNC(=O)c1cc2ccccc2cc1O)Nc1ccc(Br)cc1	i	-22
CCn1nc(C)c(Br)c1-c1nc(CS(=O)(=O)c2ccsc2)no1	i	-29
N/C(=N\OS(=O)(=O)c1ccc(Cl)cc1)c1ccncc1	i	0

(list continues)
molecule	CHT PAM	OX1R antag
CSc1nsc(/C=C/Nc2ccc(C)cc2)c1C#N	i	-4
Cc1cc(=O)c2ccccc2n1Cc1ccccc1	i	-28
CCc1nc(SCC(=O)NCc2ccco2)c2c(=O)n(C)c(=O)n(C)c2n1	i	-17
O=C1C2C3C=CC(c4ccccc4)(C2C(=O)N1c1cccc(Cl)c1)C1C(=O)N(c2cccc(Cl)c2)C(=O)C31 (centres undefined)	i	-13
NC(=O)CCSC(=S)N1CCOCC1	i	-1
Cc1ccc(-c2[nH]n3c(=O)c4c(nc3c2C)CCCC4)cc1	i	-21
Cc1cc(C(=O)COc2ccc(C#N)cc2)c(C)n1C1CC1	i	-25
CC(OC(=O)c1cccc([N+](=O)[O-])c1)C(=O)N1CCc2ccccc21 (centres undefined)	.	1
CC(C)C(=O)N1CCN(c2ccc(NC(=O)COc3ccccc3[N+](=O)[O-])cc2)CC1	i	28
O=C(O)c1cnn(-c2ccccc2)c1-c1ccccc1	i	-20
COc1ccc(OC)c(NC(=O)c2cccc(S(=O)(=O)N3CCN(C(C)=O)CC3)c2)c1	i	-14
O=C(CSc1cn(CCNC(=O)c2cccs2)c2ccccc12)NC1CCCCC1	i	-15
Cc1cc(C)c2nc(/N=C(\N)NC(=O)Nc3ccccc3)nc(C)c2c1	i	-11
COc1ccc(N2CCN(c3nccs3)CC2)cc1	i	-13
CCCc1nnc(NC(=O)CN2C(=O)C3C4C=CC(C4)C3C2=O)s1 (centres undefined)	i	-22

The list goes on:
molecule	CHT PAM	OX1R antag
CCCCCCCN1C(Nc2ccccc2)=NC[C@@H]1CC(C)C	i	-18
Cc1cc(C(F)(F)F)nn1CC(=O)Nc1ccc2c(c1)OCO2	i	-11
CCOc1ccc(NC(=O)CSc2nccn2Cc2ccco2)cc1	i	-21
CC1CCc2c(sc(N)c2C(=O)OC(C)C)C1 (centres undefined)	i	-26
Cn1c(=NC(=O)C2CC2)sc2cccc(F)c21	i	-25
COc1ccc2oc(C(=O)OCC(=O)N3CCCC(C)C3)c(C)c2c1 (centres undefined)	i	-19
CCOC(=O)C1CCN(S(=O)(=O)c2cccc(-c3cn4cc(Cl)ccc4n3)c2)CC1	i	-4
CC(C)(C)NC(=O)NC(=O)Cn1cc(C(F)(F)F)ccc1=O	i	-3
O=S(=O)(NC1CCCC1)c1ccc(-n2cnnn2)cc1	i	0
NS(=O)(=O)c1ccc(CCNC(=O)C2Cc3ccccc3CN2C(=O)c2ccco2)cc1 (centres undefined)	i	-18
Nc1cc(N)nc(SCC(=O)NCc2ccco2)n1	i	-4
O=C(c1cnn(C(=O)c2cccc(S(=O)(=O)N3CCOCC3)c2)c1)c1cc(Cl)cc(Cl)c1O	i	-16
COc1cccc2sc(NNC(=O)C3=COCCO3)nc12	i	9
COc1ccc(/C=C/C(=O)Oc2cccc(/C=N/NC(=O)c3cccc(F)c3)c2)cc1	i	5
O=C(CCl)N1CCN(CC(=O)N2CCCC2)CC1	i	7

(cont.)
molecule	CHT PAM	OX1R antag
CCCn1c(=O)c(C(=O)NNC(=O)c2cccc([N+](=O)[O-])c2)c(O)c2ccccc21	i	-21
CCC(C)NC(=O)Cn1cc2c(n1)CCC(C)C2 (centres undefined)	i	4
COc1ccc(NC(=O)Nc2cccc3c2O[C@H](CN(C)C(=O)Nc2c(C)noc2C)[C@@H](C)CN([C@H](C)CO)C3=O)cc1	.	2
C=CCNc1nc2c(c(=O)n(C)c(=O)n2C)n1CC	i	-10
CC(C(=O)O)c1ccc(CC2CCCC2=O)cc1 (centres undefined)	i	-6
COc1ccc(Nc2cc(=O)oc3ccccc23)cc1	i	-16
COc1ccc(CC(=O)Nc2cccc(C(=O)NN3C(=O)c4ccccc4C3=O)c2C)cc1	i	-18
O=C(Nc1ccccc1)c1nn(-c2ccccc2)c(=O)cc1C(F)(F)F	i	3
Cc1cccc(C)c1N1CCN(c2ccc3nnc(C(F)(F)F)n3n2)CC1	i	-22
Cc1cc(C(=O)Nc2cc(S(C)(=O)=O)ccc2Cl)no1	i	-22
CC(C)c1ccc(OCC(=O)NNC(=O)c2cnccn2)cc1	i	-11
COc1ccc(NC(=O)N2C3CCCC2CC(NC(=O)C2CC2)C3)cc1 (centres undefined)	i	-4
COC(=O)COc1ccc(C(=O)OC)cc1	i	-10
O=C(NNC(=O)c1ccc(Cl)cc1Cl)c1cnccn1	i	-3
O=C(NCCN1CCOCC1)c1cc2sccc2n1Cc1ccc(F)cc1	i	-33

New compounds follow:
molecule	CHT PAM	OX1R antag
O=C1NC(c2ccc(Cl)cc2Cl)Oc2ccccc21 (centres undefined)	i	-6
CC(C)=CCc1c2c(c(O)c3c(=O)c4c(oc13)-c1cc(O)c(O)cc1OC4C=C(C)C)C=CC(C)(C)O2 (centres undefined)	i	-12
Cc1ccc(NC(=O)CN2C(=O)NC(C)(c3ccc4c(c3)OCO4)C2=O)cc1 (centres undefined)	.	-11
CC(C)(C)C(=O)Nc1ccccc1N1CCN(C(=O)c2ccc(Cl)cc2)CC1	i	-17
Cc1ccccc1N1CCN(S(=O)(=O)C[C@]23CCC(CC2NC(=O)[C@@H](N)CCS(C)(=O)=O)C3(C)C)CC1 (some centres undefined)	i	-11
COc1ccc(C2=[N+]([O-])C(C)(C)N(O)C2(C)C)cc1	i	-16
c1ccc(-c2cnc(SCCN3CCOCC3)n2CC2CCCO2)cc1 (centres undefined)	i	-27
COC(=O)c1ccc(-n2c(C)cc(C(=O)CCl)c2C)cc1	i	-19
CCOCCCNC(=S)N(CCCN(C)C)Cc1cc2cc3c(cc2[nH]c1=O)OCCO3	i	4
CCOC(=O)C(=O)Nc1ccccc1C(=O)NC(C)C	i	-1
O=C(Cn1cc(C(=O)c2ccco2)c2ccccc21)NC1CC1	i	-1
COc1ccc(C(CC(=O)Nc2ccccn2)N2Cc3ccccc3C2=O)cc1OC (centres undefined)	i	-15
CS(=O)(=O)n1nc(-c2ccccc2)nc1N	i	11
O=C(OCC(=O)N1CCCCCC1)c1ccc[nH]c1=O	.	-3
Cc1ccccc1C(=O)NC(=S)Nc1sc2c(c1C#N)CCCC2	i	-28

Additional entries follow:
molecule	CHT PAM	OX1R antag
Cc1ccc(N(CC(=O)NCc2ccccc2Cl)S(=O)(=O)c2c(C)noc2C)cc1	i	12
CC(C)C[C@H](N)C(=O)N1CCC(C(=O)N[C@H](C(=O)NC(C)c2ccccc2)C(C)C)CC1 (some centres undefined)	i	4
CCC(=O)OCCNc1cc(Sc2nc3ccccc3[nH]2)c2nonc2c1[N+](=O)[O-]	i	30
COc1cc(SC)ccc1C(=O)NCCOc1ccc(Cl)cc1	i	-22
COc1cc(C(CC(=O)N2CCCC2)c2c(OC)cc(OC)c3c(-c4ccccc4)cc(=O)oc23)cc(OC)c1OC (centres undefined)	i	-9
CC(=O)NC1c2ccccc2C(=O)N1Cc1ccccc1 (centres undefined)	i	-8
O=C(c1cccc(Br)c1)N1CCN(c2ccc(N3CCOCC3)nn2)CC1	i	-4
CC(C)c1cccc(C(C)C)c1NC(=O)CNCc1ccccc1F	i	-20
O=C(Nc1ccc(N2CCOCC2)cc1)C1CC(=O)N(c2ccccc2)C1 (centres undefined)	i	1
Cc1ccc(C2CN=NC23CCc2ccccc2C3=O)cc1 (centres undefined)	i	-40
C/C(=N\Nc1ccc2nncn2n1)c1ccc(Cl)s1	i	-11
COc1ccccc1Nc1cc2cc(Br)ccc2c(=O)[nH]1	i	2
COc1ccccc1C(=O)N/C(=C/c1ccco1)C(=O)Nc1ccc(C(=O)O)cc1	i	-3
Cc1nc(-c2ccccc2)sc1C1(C)CC(c2ccc(OC(F)(F)F)cc2)=NO1 (centres undefined)	i	-33
CCCNC(=O)NS(=O)(=O)c1cnccc1Sc1ccc(Cl)c(Cl)c1	i	-4

Sorted by formula weight (high to low): part of the list above
molecule	CHT PAM	OX1R antag
COc1cc(C(CC(=O)N2CCCC2)c2c(OC)cc(OC)c3c(-c4ccccc4)cc(=O)oc23)cc(OC)c1OC (centres undefined)	i	-9
COc1ccccc1Nc1cc2cc(Br)ccc2c(=O)[nH]1	i	2
C/C(=N\Nc1ccc2nncn2n1)c1ccc(Cl)s1	i	-11
CC(=O)NC1c2ccccc2C(=O)N1Cc1ccccc1 (centres undefined)	i	-8

The list goes on:
molecule	CHT PAM	OX1R antag
O=C(NCC(c1ccco1)N1CCCCC1)c1ccc(OCc2ccccc2)cc1 (centres undefined)	i	-25
CCOc1ccccc1N1CCN(C(=O)CCCN2C(=O)c3cccc4cccc(c34)C2=O)CC1	i	-22
COc1ccccc1Oc1coc2c(CN3CCN(C)CC3)c(O)ccc2c1=O	i	8
CC(C)COc1cccc(C(=O)NC(=S)Nc2cccc(NC(=O)c3ccccc3Cl)c2)c1	i	-24
O=C(NC(=S)Nc1ccc(CN2CCOCC2)cc1)c1ccc(-c2cccc(Cl)c2)o1	i	-28
COc1cc(C(N)=O)cc(Cl)c1OCc1ccccc1	i	4
C=C1CCC[C@]2(C)C[C@H]3OC(=O)C(CNC(C)CC)[C@H]3CC12 (some centres undefined)	i	-18
COC(=O)Cn1c(N)[n+](Cc2ccccc2)c2ccccc21	i	-20
Cc1cc(C)n2nc(CCc3ccccc3)nc2n1	i	-7
COc1ccc(NC(=O)CSc2n[nH]c(N)n2)c([N+](=O)[O-])c1	i	6
O=C(NCN1CCCCC1)c1cnccn1	i	-11
COc1ccc(S(=O)(=O)N2CCN(c3cnccn3)CC2)cc1	.	-14
COc1ccc(NC(=O)c2nc(-n3nc(C)cc3C)ccc2Cl)cc1Cl	i	-40
CCOc1ccccc1N1CCN(CC(O)COc2ccc3c(C)cc(=O)oc3c2)CC1 (centres undefined)	i	-15
CC1(C)N=C2C(=[N+]1[O-])CCC/C2=N\O	i	-14

A few values from the entries so far.
In OX1R antag, COC(=O)Cn1c(N)[n+](Cc2ccccc2)c2ccccc21 is listed with -20
In OX1R antag, COc1ccc(NC(=O)c2nc(-n3nc(C)cc3C)ccc2Cl)cc1Cl is listed with -40
In OX1R antag, COc1cc(C(N)=O)cc(Cl)c1OCc1ccccc1 is listed with 4
In OX1R antag, CCOc1ccccc1N1CCN(C(=O)CCCN2C(=O)c3cccc4cccc(c34)C2=O)CC1 is listed with -22

(next part)
molecule	CHT PAM	OX1R antag
Nc1nc(COc2ccccc2)cs1	i	-10
CCNc1nc2[nH]c(=O)c3c(c2s1)OC(N)=C(C#N)C3c1ccc(C)cc1 (centres undefined)	i	-19
COCCN1CCn2c(nc3cc(NC(=O)Cn4nc(C)c5ccccc5c4=O)ccc32)C1	i	-16
COc1ccc(NC(=S)NCCc2ccc(S(N)(=O)=O)cc2)c(OC)c1	i	-3
COc1ccc(C(=O)OCC(=O)NC2CCCC2)c(OC)c1	i	-24
CC1CCN(C(=O)CNC(=O)CNS(=O)(=O)c2ccccc2)CC1	i	0
Cc1cc(C=C(C#N)C#N)c(C)n1-c1ccccc1	i	-10
COc1cccc(CNc2ccc([N+](=O)[O-])cc2Cl)c1O	i	4
O=C1CCC(C(=O)N2CCN(c3cnccn3)CC2)CN1CCc1cccc(F)c1 (centres undefined)	i	-5
CN1CCN(C(=O)C2CCCN(S(=O)(=O)c3ccc(Br)cc3)C2)CC1 (centres undefined)	i	-25
O=C(c1ccccc1)c1ccc(OCCCCN2CCCCC2)cc1	i	-20
O=C(C/C(=N/O)c1ccccc1O)C(F)F	i	-5
COC(=O)c1cc(S(=O)(=O)N2CCCC2)c(Cl)cc1Cl	i	-11
CC(C)(C)N(Cc1ccccc1)C(=O)c1ccc(Cl)cc1[N+](=O)[O-]	i	-5
Clc1ccc(-c2[nH]ncc2N=Nc2ccccc2)cc1	i	9

Continued.
molecule	CHT PAM	OX1R antag
C=CCn1c(=O)/c(=C/c2ccc(Cl)cc2)s/c1=C(/C#N)c1nnc2n1CCCCC2	i	-41
COc1ccc(/C=C2\NC(=S)N(CC3CCCO3)C2=O)c(OC)c1C (centres undefined)	i	2
CCOC(=O)c1c(NC(=O)COC(=O)c2ccccn2)sc(C)c1C	.	3
Cc1ccccc1N(CC(=O)N/N=C/c1cc(Br)c(C)o1)S(C)(=O)=O	i	-12
CC1OC(Nc2ccc(N=Nc3ccccc3)cc2)C(O)C(O)C1O (centres undefined)	i	1
